Assay outcomes (PubChem BioAssay)
TDP2 inh = human TDP2 enzyme inhibitors, primary screen, biochemical, epi absorbance, recombinant enzyme | inhibition, % at 12.8 µM | hit rate 0.34% among 370,000 | Tyrosyl-DNA phosphodiesterase 2 (Homo sapiens), O95551 | T5PNP hydrolysis, p-nitrophenol absorbance 415 nm;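 active = inhibition above the mean of all tested compounds plus 3 SD, set per campaign, cut at about 25% in these data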;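 also: 0% = DMSO with enzyme and 100% = buffer with substrate but no TDP2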
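System – recombinant human TDP2 · Quantity – TDP2 enzyme at 120 nM final · Doses – single concentration, 12.8 µM nominal, with 1% DMSO · Incubation – 2 h at 37 °C · Measured by – epi absorbance of p-nitrophenol freed from T5PNP by hydrolysis · Read-out – % inhibition relative to enzyme-containing and enzyme-free wells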
LEDGF integ inh = blockers of LEDGF/p75-dependent integrase strand transfer – biochemical, TR-FRET, high throughput, primary screen; HIV-1 integrase (with human LEDGF/p75); TR-FRET IN-LEDGF/p75 DNA integration, Eu/Cy5; inhibition, % at 3.7 µM; hit rate 0.64% among 370,000; AID 743269, 2014;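 active = inhibition above the screen-wide mean plus 3 SD, cut at about 13% in these data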;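 also: signal is the Cy5 over europium emission ratio at 671 and 618 nm; 0% = plate median of compound wells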
PLC-gamma1 inh = PLC-gamma1 enzyme inhibitors, primary screen, biochemical, fluorescence, purified enzyme | 1-phosphatidylinositol 4,5-bisphosphate phosphodiesterase gamma-1 (Homo sapiens), P19174 | hit rate 0.84% among 370,000 | AID 720700, 2013 | inhibition, % at 12.2 µM | fluorogenic substrate; in the data active = inhibition above about 9.5%
ARFGAP1 inhibitor = inhibitors of rat ARFGAP1 GAP activity, primary screen, biochemical, fluorescence polarization, GDP tracer | ADP-ribosylation factor GTPase-activating protein 1 (Rattus norvegicus), Q62848 | Arfgap1-stimulated ARF1 GTP hydrolysis, GDP FP detection | inhibition, % at 16.5 µM | hit rate 0.26% among 360,000 | AID 651572, 2012;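 active = inhibition above a per-plate limit, mean inhibition of low control wells plus 3 SD, cut at about 25% in these data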;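 also: 0% = DMSO wells with enzyme and 100% = wells lacking Arfgap1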
Target sequence (Q62848 1-136 limits assumed): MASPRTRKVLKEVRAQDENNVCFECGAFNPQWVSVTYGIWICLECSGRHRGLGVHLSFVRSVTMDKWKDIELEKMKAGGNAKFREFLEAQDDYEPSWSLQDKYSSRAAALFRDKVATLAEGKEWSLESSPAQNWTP
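system = rat Arfgap1 catalytic domain, aa 1-136 | technique = FP, GDP Alexa 633 tracer displaced from anti-GDP antibody, 620/688 nm | compound = one concentration, 16.5 µM, DMSO 1.26% | medium = HEPES-based buffer, pH 7.5 | timing = compound-enzyme preincubation 20 min, reaction 120 min, detection 60 min, 25 °C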
ASAP1 inh = inhibitors of human ASAP1 ArfGAP activity, primary screen, biochemical, fluorescence polarization; Arf-GAP with SH3 domain, ANK repeat and PH domain-containing protein 1 (Homo sapiens), …; ASAP1-stimulated ARF1 GTP hydrolysis, GDP FP detection; inhibition, % at 16.5 µM; hit rate 0.19% among 360,000; in the data active = inhibition above about 25%;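 also: 0% = vehicle with enzyme and substrate and 100% = no enzyme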
Tn6 DDE FP = inhibitors of Tn6 peptide binding to fibrin DD(E), primary screen, biochemical, fluorescence polarization, human fibrin, Tn6 probe | AID 720509, 2013 | hit rate 0.21% among 370,000 | inhibition, % at 8.3 µM | Fibrin DD(E) TRITC-Tn6 fluorescence polarization displacement;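 active = inhibition above a per-campaign cutoff: mean of compounds within control limits plus 3 SD, cut at about 15% in these data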;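 also: 0% = median of all compound wells on the plate and 100% = blocking peptide control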
ADAM17 inh = ADAM17 inhibitors, primary screen, biochemical, QFRET. Disintegrin and metalloproteinase domain-containing protein 17 (Homo sapiens), P78536. recombinant ADAM17, EDANS/DABCYL FRET peptide cleavage. inhibition, % at 6.95 µM. hit rate 0.83% among 370,000;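 active = inhibition above the mean of compounds lying between control limits plus 3 SD, set per campaign, cut at about 8.5% in these data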;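 also: 0% = DMSO-only wells as the low control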
Target sequence (P78536 215-824 limits assumed): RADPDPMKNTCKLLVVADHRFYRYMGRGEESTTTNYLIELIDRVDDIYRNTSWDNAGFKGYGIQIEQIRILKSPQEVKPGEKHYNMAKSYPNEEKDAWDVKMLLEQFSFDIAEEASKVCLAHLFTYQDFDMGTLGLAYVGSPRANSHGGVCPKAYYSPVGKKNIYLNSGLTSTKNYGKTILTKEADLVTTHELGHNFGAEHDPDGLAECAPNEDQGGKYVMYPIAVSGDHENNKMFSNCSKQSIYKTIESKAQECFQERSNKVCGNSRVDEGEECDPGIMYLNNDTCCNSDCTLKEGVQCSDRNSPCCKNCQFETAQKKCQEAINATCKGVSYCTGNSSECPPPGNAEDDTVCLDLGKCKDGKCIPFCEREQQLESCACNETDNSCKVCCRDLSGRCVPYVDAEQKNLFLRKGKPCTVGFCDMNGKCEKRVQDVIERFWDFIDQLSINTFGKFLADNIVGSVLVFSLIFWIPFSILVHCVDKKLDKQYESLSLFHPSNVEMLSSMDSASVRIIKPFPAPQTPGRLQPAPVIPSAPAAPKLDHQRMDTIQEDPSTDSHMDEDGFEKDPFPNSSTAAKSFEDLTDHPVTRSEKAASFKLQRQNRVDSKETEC
ADAM10 inh = human ADAM10 inhibitors, primary screen, biochemical, QFRET, HTS; Disintegrin and metalloproteinase domain-containing protein 10 (Homo sapiens), O14672; recombinant ADAM10, EDANS/DABCYL FRET peptide cleavage, 3 h; inhibition, % at 7 µM; hit rate 0.62% among 370,000;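 active = inhibition above a per-campaign cutoff equal to the mean of compounds falling between control-based bounds plus 3 SD, cut at about 20% in these data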;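 also: 0% = DMSO wells while the 100% control is not disclosed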
Tn7 DDE FP = inhibitors of Tn7 peptide binding to fibrin DD(E), primary screen, biochemical, fluorescence polarization, human fibrin, Tn7 probe; Fibrinogen beta chain (Homo sapiens), P02675; FP displacement of FITC-Tn7 peptide from fibrin DD(E); 0% = median of compound wells per plate; inhibition, % at 8.3 µM; hit rate 0.13% among 370,000;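 active = inhibition above the mean of compounds falling within the control limits plus 3 SD of them, cut at about 14% in these data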;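 also: 0% = plate median of compound wells and 100% = 10 µM Aha-Tn7 peptide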
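System: human fibrin DD(E); quantity: Fibrin-DD(E) at 2 µM final; also added: fluorescent Tn7 probe at 0.1 µM; compound dosing: single nominal test concentration of 8.3 µM per compound; schedule: 10 min preincubation, 3 h with tracer, room temperature; detection: fluorescence polarization of the labelled Tn7 tracer; repeats: one replicate per compound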
KLK7 zymogen act = proKLK7 zymogen activators, primary screen, biochemical, fluorescence intensity. purified proKLK7, EDANS-DABCYL substrate fluorescence; 100% is mature enzyme control, 0% vehicle. activation, % at 7 µM. hit rate 0.9% among 370,000. AID 652039, 2013;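 active = activation above the mean of all tested compounds plus 3 SD, computed per campaign excluding outliers beyond control limits, cut at about 13% in these data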
Target sequence (P49862 whole entry, looked up): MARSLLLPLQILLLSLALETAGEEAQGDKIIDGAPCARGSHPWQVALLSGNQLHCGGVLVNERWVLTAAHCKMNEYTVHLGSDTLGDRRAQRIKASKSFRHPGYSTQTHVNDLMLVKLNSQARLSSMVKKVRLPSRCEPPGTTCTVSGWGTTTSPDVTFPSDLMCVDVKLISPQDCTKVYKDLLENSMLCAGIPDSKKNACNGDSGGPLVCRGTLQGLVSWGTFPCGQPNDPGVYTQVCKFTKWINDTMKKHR
* marks the source's active call; other numbers are inactive results; & = joins results of further samples.

SMILES | TDP2 inh | LEDGF integ inh | PLC-gamma1 inh | ARFGAP1 inhibitor | ASAP1 inh | Tn6 DDE FP | ADAM17 inh | ADAM10 inh | Tn7 DDE FP | KLK7 zymogen act
Cc1ccc(/C=C2\SC(=S)N(CCCC(=O)Nc3ccc(O)cc3)C2=O)cc1 | 2.5 | 2.1 | 3.0 | -10.3 | 2.8 | -0.9 | 4.6 | 10.2 | 4.4 | 0.4
CCSc1nc2c(c(=O)n(C)c(=O)n2C)n1Cc1ccc(Cl)cc1 | 10.7 | 0.1 | -3.4 | 17.2 | 2.7 | -4.3 | -3.7 | -0.6 | -2.2 | 0.2
Cc1noc(C)c1CSCC(=O)OCC(=O)NC1CCCCC1 | -13.4 | -3.7 | 4.2 | 13.6 | 1.1 | -10.8 | -1.4 | -21.5 | 1.6 | -0.2
CC1(C)Cc2c(sc(/N=C/N3CCOCC3)c2C#N)C(C)(C)N1 | -10.7 | -0.7 | 3.7 | 4.2 | -3.5 | 4.0 | 2.5 | 0.8 | -4.0 | -0.1
CCSC1=C(C#N)C2(CCCCC2)C(C#N)=C(N)N1 | -15.9 | -8.7 | -3.1 | 3.9 | 12.5 | -7.6 | 2.8 | -3.9 | -0.2 | -0.3
O=C1c2ccccc2C(=O)N1CCc1nn[nH]n1 | 13.5 | -0.5 | -3.1 | 6.5 | -6.4 | -5.9 | -4.6 | -2.4 | 3.4 | -0.1
Cc1cc(C(=O)CSc2nnc(-c3ccccc3)n2-c2ccccc2)c(C)n1-c1ncn[nH]1 | -0.9 | 3.6 | -1.2 | 2.1 | -3.6 | 7.6 | -2.6 | -0.2 | 1.0 | 0.1
O=C(CSc1nc2ncc(Br)cc2[nH]1)Nc1ccc2c(c1)OCO2 | -6.2 | -1.4 | -2.3 | -0.3 | -1.9 | -0.6 | 1.1 | 10.1 | 6.8 | 0.6
CCSc1nc2c(cnn2-c2ccc(C)cc2)c(=O)[nH]1 | 2.6 | -2.0 | 0.7 | -4.9 | 10.2 | -0.5 | -1.8 | -14.5 | 8.4 | -0.5
Cc1cccc(NC(=O)COC(=O)C(NC(=O)c2cccc(S(=O)(=O)N3CCOCC3)c2)C(C)C)c1 (stereo not drawn) | -3.3 | -3.8 | 1.5 | 17.1 | 3.7 | 0.6 | 4.0 | -19.2 | -6.2 | -0.1
S=c1[nH]c2ccccc2n1CCOc1ccccc1 | -11.6 | -1.7 | -2.6 | -3.6 | 0.8 | 5.6 | -2.2 | 10.3 | 4.9 | -0.1
O=C(COC(=O)c1ccc(Br)o1)Nc1ccc2c(c1)OCCO2 | 7.5 | -1.7 | -1.4 | -5.0 | -6.1 | -0.7 | -1.3 | -6.3 | -0.2 | -0.1
COCCCNc1nc2ccccc2nc1NS(=O)(=O)c1cccc(Cl)c1 | 1.4 | -2.6 | -63.6 | 14.2 | 6.0 | 1.5 | -15.4 | -37.9 | 1.9 | 2.1
CC(C)(CN1CCCC1)NS(=O)(=O)c1ccc(Cl)cc1 | 9.4 | 2.3 | -0.5 | 1.6 | 2.6 | -2.2 | 0.6 | -1.5 | 3.8 | -0.3
N#CC(c1ccccc1)c1ccc(C(=O)c2ccc(F)cc2)cc1 (stereo not drawn) | 0.2 | -0.8 | 1.1 | 9.0 | 3.0 | 1.4 | -0.1 | -6.6 | -7.7 | -0.2

Individual results from above:
Result for `CCSc1nc2c(c(=O)n(C)c(=O)n2C)n1Cc1ccc(Cl)cc1` under TDP2 inh: 10.7
Result for `Cc1ccc(/C=C2\SC(=S)N(CCCC(=O)Nc3ccc(O)cc3)C2=O)cc1` under LEDGF integ inh: 2.1

Additional records
SMILES | TDP2 inh | LEDGF integ inh | PLC-gamma1 inh | ARFGAP1 inhibitor | ASAP1 inh | Tn6 DDE FP | ADAM17 inh | ADAM10 inh | Tn7 DDE FP | KLK7 zymogen act
O=C(OCC1OC(n2ccc(=O)[nH]c2=O)C(Cl)C1O)c1ccccc1 (stereo not drawn) | -6.2 | 1.7 | 6.0 | -3.8 | 1.9 | -4.2 | 1.7 | 12.9 | 0.4 | -0.7
O=C(C1CCCN(Cc2ccc(Cl)cc2)C1)N1CCCCC1 (stereo not drawn) | 18.7 | 0.2 | -1.4 | -5.5 | -15.0 | 1.6 | 1.4 | -5.0 | -5.6 | -0.1
Cc1cccc(Cn2c(N3CCc4ccccc4C3)nc3c2c(=O)[nH]c(=O)n3C)c1 | -6.6 | 0.8 | 4.4 | -7.0 | 9.7 | -1.9 | 3.4 | -1.4 | -2.2 | 0.2
O=C(Cn1cc(S(=O)(=O)Cc2ccccc2)c2ccccc21)N1CCOCC1 | -4.4 | 2.0 | 0.3 | 6.3 | 2.6 | 2.4 | 0.7 | -0.4 | 0.6 | -0.1
COc1cn(-c2ccccc2)nc1C(=O)Nc1ccccc1 | 4.1 | -5.1 | -12.2 | -0.4 | -2.3 | -3.1 | -7.6 | -24.9 | -0.1 | -0.7
CC(C)(C)NC(=O)C(OC(=O)c1ccco1)c1ccccc1F (stereo not drawn) | 2.9 | -1.1 | 2.6 | 9.5 | -6.6 | -4.2 | -2.4 | 2.1 | -5.1 | 0.2
Cn1nccc1NC(=O)c1nccnc1C(=O)O | -9.8 | 0.6 | -2.0 | -2.6 | -4.6 | 13.3 | -0.7 | -2.5 | 1.8 | -0.9
CCCc1ccc(-c2cc(C(=O)NC3=NCCS3)c3ccccc3n2)cc1 | -4.2 | -1.8 | -3.1 | 10.1 | 0.4 | 3.6 | -5.1 | -8.9 | 3.3 | 0.1
O=C(COc1ccc(S(=O)(=O)N2CCOCC2)cc1)Nc1cccc([N+](=O)[O-])c1 | 1.4 | 1.0 | 0.2 | -1.9 | -1.7 | 0.4 | -1.9 | 4.1 | 3.7 | 0.4
Cc1ccc(C(=O)Cn2nnc(-c3ccccc3-n3cnnn3)n2)cc1 | -9.1 | -1.4 | 7.1 | 18.2 | -9.7 | -16.0 | -1.8 | -0.5 | -1.8 | 0.1
Cc1cccc(C)c1OCC(=O)NNC(=S)NC(=O)C1CC1 | 6.5 | -0.5 | 0.2 | 7.8 | -10.8 | 5.1 | -0.1 | 0.8 | 7.5 | -0.4
Cc1cc(C)[n+]2n1C(=O)C(c1ccccc1)=C2[O-] | 20.0&2.5 | -1.7&1.5 | 0.2&1.4 | -6.3&8.3 | 6.7&3.7 | -2.9&-10.8 | -1.7&-5.0 | 2.7&-4.9 | -5.4&-4.9 | 0.2&-0.5
COC(=O)c1cnc[nH]1 | 1.6 | 0.5 | -0.9 | 6.9 | 7.0 | 4.4 | -5.0 | -8.5 | -0.7 | 0.3
COc1ccc(Cn2cc(CN3CCc4onc(-c5ccc(Br)cc5)c4C3=O)nn2)cc1 | -3.0 | 1.7 | 0.6 | -6.0 | -2.3 | -3.1 | 3.5 | 5.3 | 13.2 | 1.1
O=C(NCCCn1ccnc1)c1cc(C(=O)C2CC2)c[nH]1 | -1.8 | 4.1 | 3.8 | 6.2 | -4.8 | 5.3 | -0.1 | -1.9 | -3.4 | 0.2
COC(=O)[C@]1(C)N[C@H](CN(C)C(=O)c2ccc(C(C)(C)C)cc2)[C@@H]2C(=O)N(Cc3ccccc3)C(=O)[C@@H]21 | -0.4 | 6.0 | 4.5 | -10.6 | 6.6 | -1.9 | 0.3 | 7.0 | 1.1 | 0.2
Cc1cccc(CN2[C@H](CO)C=CS2(=O)=O)c1 | 1.7 | -1.6 | 0.0 | -7.5 | 15.0 | 0.7 | -3.8 | -11.7 | 2.8 | 0.1
Clc1ccc(-c2csc3ncnc(NCCN4CCOCC4)c23)cc1 | 6.3 | 3.1 | 2.6 | -4.3 | 2.7 | -5.9 | -0.1 | 7.5 | -0.8 | 0.7
CCN(CC(=O)NCc1ccc(F)cc1)C(=O)C1CC1C (stereo not drawn) | 4.2 | -0.8 | 2.7 | 1.0 | 2.8 | -1.9 | -4.7 | -4.4 | -2.2 | -0.3
O=C(NC1CCCCC1)N1CCN(S(=O)(=O)c2ccc(F)cc2)CC1 | 1.6 | 2.6 | -1.8 | 0.1 | 2.8 | 5.3 | 0.8 | -1.1 | -2.8 | 0.1
O=C(CC1C(=O)NC2CCCCC2N1C(=O)c1ccc(F)cc1)Nc1ccccc1 (stereo not drawn) | -17.5 | 2.9 | 1.8 | 6.8 | 4.0 | -12.6 | 2.0 | 11.1 | -3.9 | -0.3
CC(C)[C@H](N)c1cn([C@@H](CO)C(=O)N2CCNCC2)nn1 | -5.1 | 0.2 | -1.8 | -6.2 | -6.8 | -0.2 | -4.5 | -9.2 | 7.1 | -0.2
Cn1c(=O)c2c(ncn2CC(=O)N2CCCCCC2)n(C)c1=O | -13.7 | 1.1 | 0.8 | 2.5 | 4.7 | 5.6 | 0.0 | -2.3 | 9.1 | 0.2
COc1ccc(S(=O)(=O)N2CCCCCC2)cc1C(=O)OCc1c(C)noc1C | 1.7 | 3.9 | -1.9 | 5.0 | 3.2 | -2.5 | -3.7 | -2.2 | -0.8 | -0.1
CCN=c1scc(-c2cccs2)n1/N=C/c1cc(OC)ccc1O | -11.1 | 0.1 | -69.0 | 1.7 | -7.1 | -2.3 | 2.3 | 9.9 | -4.5 | -0.8
COc1ccc(C(=O)NCCNc2ccc([N+](=O)[O-])cc2)cc1OC | 4.9 | -5.4 | 0.8 | 4.4 | -1.8 | -1.4 | -1.8 | 2.3 | 1.9 | -0.5
O=C(CNS(=O)(=O)c1ccccc1)OCc1cccc([N+](=O)[O-])c1 | -3.4 | -2.5 | -0.7 | -3.2 | 2.7 | -7.7 | -2.6 | -0.7 | 4.3 | -0.3
CCOc1cccc(C2/C(=C(/O)c3ccc4c(c3)CC(C)O4)C(=O)C(=O)N2CCCn2ccnc2)c1 (stereo not drawn) | -3.4 | 0.7 | -2.5 | 8.0 | -17.5 | -3.5 | -2.3 | 6.4 | 4.1 | -0.2
